GSTO1 counter: GSTO1 inhibition, counter-screen for RBBP9 inhibitors; inhibition, % at 5.96 µM; AID 1974; 1.1% of 300,000 active; recombinant GSTO1, activity-based probe fluorescence polarization;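 active means inhibition above the campaign mean inhibition plus 3 SD, cut at about 35% in these data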;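 further: 0% = GSTO1-1 with DMSO and 100% = wells lacking GSTO1-1 enzyme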
pPAFAH inh: pPAFAH (human) enzyme inhibition | inhibition, % at 3.39 µM | Q13093 | recombinant pPAFAH, FP-rhodamine probe fluorescence polarization | AID 463082 | 1.5% of 330,000 active;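 active means inhibition above the mean inhibition across the screen plus 3 SD, cut at about 25% in these data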;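 further: inhibitors block binding of the rhodamine activity-based probe so polarization drops; 0% = enzyme with DMSO and 100% = wells lacking pPAFAH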
Target sequence (Q13093 whole entry, looked up): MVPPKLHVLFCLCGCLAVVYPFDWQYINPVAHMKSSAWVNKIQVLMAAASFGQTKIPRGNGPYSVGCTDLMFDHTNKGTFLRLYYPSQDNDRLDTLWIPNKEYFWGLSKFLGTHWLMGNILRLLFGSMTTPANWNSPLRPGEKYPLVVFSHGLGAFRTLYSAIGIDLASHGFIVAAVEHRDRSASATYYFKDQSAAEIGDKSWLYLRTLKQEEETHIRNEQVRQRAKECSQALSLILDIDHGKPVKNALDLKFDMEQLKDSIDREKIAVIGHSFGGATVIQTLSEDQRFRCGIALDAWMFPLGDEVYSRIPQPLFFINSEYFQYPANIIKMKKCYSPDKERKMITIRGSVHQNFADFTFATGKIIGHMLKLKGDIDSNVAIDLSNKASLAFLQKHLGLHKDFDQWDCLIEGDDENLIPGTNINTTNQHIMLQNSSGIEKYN
PAFAH1B2 FP inh: PAFAH1B2 (human) inhibition | inhibition, % at 3.39 µM | recombinant PAFAH1B2, FP-rhodamine activity probe, fluorescence polarization | AID 492953 | 1.2% of 340,000 active | P68402;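 active means inhibition above the mean of all tested compounds plus 3 SD, cut at about 24% in these data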;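 further: 0% = enzyme with DMSO and 100% = wells lacking PAFAH1B2; many of its hits are not listed in these tables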
Target sequence (P68402 whole entry, looked up): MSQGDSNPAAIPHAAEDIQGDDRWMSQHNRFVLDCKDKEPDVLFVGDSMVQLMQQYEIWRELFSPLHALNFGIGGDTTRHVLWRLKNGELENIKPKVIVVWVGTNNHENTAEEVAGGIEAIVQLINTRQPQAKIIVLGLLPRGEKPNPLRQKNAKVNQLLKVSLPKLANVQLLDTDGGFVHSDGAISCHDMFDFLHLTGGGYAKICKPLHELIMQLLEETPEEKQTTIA
LYPLA1 inh: LYPLA1 (human) inhibition in PME1 counter-screen; inhibition, % at 5.9 µM; recombinant LYPLA1, FP-Rh probe fluorescence polarization; AID 2174; 0.16% of 320,000 active; O75608;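 active means inhibition above the mean of all tested compounds plus 3 SD, set per campaign, cut at about 14% in these data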;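 further: inhibitors block serine hydrolase probe labeling of LYPLA1 so polarization falls; 0% = enzyme with DMSO and 100% = wells lacking LYPLA1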
PREPL inhibitor: inhibits the human prolyl oligopeptidase-like enzyme; recombinant PREPL, fluorescence polarization activity-based probe; 0.68% of 320,000 active; AID 2751; inhibition, % at 5.96 µM; Q4J6C6; in the data active means inhibition above about 43%;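 further: 0% = enzyme with DMSO and 100% = wells lacking enzyme; many of its hits are not listed in these tables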
PAD4 FP inh: PAD4 (human) enzyme inhibition | 0.41% of 330,000 active | recombinant PAD4, RCA probe fluorescence polarization | Q9UM07 | inhibition, % at 6.36 µM;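 active means percent inhibition above a cutoff equal to the mean of all tested compounds plus 3 SD, cut at about 15% in these data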;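 further: 0% = PAD4 with RCA probe and DMSO and 100% = probe without PAD4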
PAFAH1B3 inh: inhibitors of human PAFAH1B3; 0.28% of 340,000 active; recombinant PAFAH1B3, FP-rhodamine probe, fluorescence polarization; inhibition, % at 3.39 µM; Q15102;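 active means inhibition above the screen-wide average of all tested compounds plus 3 SD, cut at about 25% in these data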;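 further: 0% = enzyme with DMSO only and 100% = wells lacking PAFAH1B3 protein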
LYPLA2 counter: blocks human lysophospholipase 2, a PME1 counter-screen. 0.38% of 320,000 active. O95372. inhibition, % at 5.9 µM. AID 2177. recombinant LYPLA2, FP-Rh probe fluorescence polarization;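 active means inhibition above the screen-wide mean plus 3 SD, limit set per campaign, cut at about 26% in these data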;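 further: 0% = LYPLA2 with DMSO and 100% = wells lacking LYPLA2 enzyme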
Target sequence (O95372 whole entry, looked up): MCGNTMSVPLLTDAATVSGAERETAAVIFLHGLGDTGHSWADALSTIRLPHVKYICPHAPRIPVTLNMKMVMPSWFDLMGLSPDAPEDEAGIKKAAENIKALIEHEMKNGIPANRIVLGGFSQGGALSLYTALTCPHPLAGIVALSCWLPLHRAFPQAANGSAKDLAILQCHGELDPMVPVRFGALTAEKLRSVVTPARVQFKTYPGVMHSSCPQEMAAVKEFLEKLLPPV
PAFAH2 inh: inhibitors of human PAFAH2; Q99487; recombinant PAFAH2, FP-rhodamine activity probe, fluorescence polarization; inhibition, % at 3.39 µM; 0.99% of 340,000 active; AID 492956;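 active means inhibition above the mean over all tested compounds plus 3 SD, cut at about 30% in these data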;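 further: inhibitors block probe labeling of enzyme so polarization drops; 0% = enzyme with DMSO and 100% = wells lacking PAFAH2 protein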
* marks the source's active call; other numbers are inactive results; . = not tested or not shown. An excerpt; count on the stated rates, not on these rows.

SMILES | GSTO1 counter | pPAFAH inh | PAFAH1B2 FP inh | LYPLA1 inh | PREPL inhibitor | PAD4 FP inh | PAFAH1B3 inh | LYPLA2 counter | PAFAH2 inh
Cc1oc2c(CN3CCCC(C)C3)c(O)ccc2c(=O)c1-c1ccccc1 (stereo unspecified) | 1 | 1 | -4 | 4 | -7 | -3 | 8 | 12 | -9
CCCCN(C(=O)c1cc(Cl)nc2ccccc12)c1c(N)n(Cc2ccccc2)c(=O)[nH]c1=O | 8 | 3 | -3 | -1 | -4 | -2 | 2 | 1 | 1
NC(=O)c1c(NC(=O)Cc2cccs2)sc2c1CCC2 | 0 | 13 | 11 | -2 | 11 | -7 | 6 | 3 | 6
CCSc1nnc2nc(C)cc(C)n12 | -1 | 4 | 1 | 2 | 6 | 0 | -3 | 11 | 1
O=C(c1cc2ccccc2o1)N1CCCCCC1 | 10 | 7 | 4 | 0 | -3 | -1 | -3 | 0 | 4
COc1ccc(CNCc2ccc([N+](=O)[O-])cc2)cc1OC | 7 | -2 | 1 | 2 | 7 | -1 | 3 | 2 | -6
O=C(C[N+]1(CC#Cc2ccccc2)CCOCC1)c1ccc(Cl)cc1 | 9 | -3 | 8 | 1 | 0 | -7 | 3 | 1 | 1
Cc1ccn(CCSCC(=O)O)n1 | 2 | 2 | 0 | -2 | 17 | -1 | 1 | 14 | 3
O=Cc1ccc(Cl)c(Cl)c1 | . | 5 | 5 | 1 | 4 | -6 | 3 | -1 | 2
COc1cc(OC)cc(-c2cc3ccc(F)cc3cn2)c1 | . | -1 | -2 | . | -14 | -2 | -1 | . | 6

Quoted at random: 5 compounds from above.
SMILES | GSTO1 counter | pPAFAH inh | PAFAH1B2 FP inh | LYPLA1 inh | PREPL inhibitor | PAD4 FP inh | PAFAH1B3 inh | LYPLA2 counter | PAFAH2 inh
O=C(c1cc2ccccc2o1)N1CCCCCC1 | 10 | 7 | 4 | 0 | -3 | -1 | -3 | 0 | 4
COc1cc(OC)cc(-c2cc3ccc(F)cc3cn2)c1 | . | -1 | -2 | . | -14 | -2 | -1 | . | 6
NC(=O)c1c(NC(=O)Cc2cccs2)sc2c1CCC2 | 0 | 13 | 11 | -2 | 11 | -7 | 6 | 3 | 6
COc1ccc(CNCc2ccc([N+](=O)[O-])cc2)cc1OC | 7 | -2 | 1 | 2 | 7 | -1 | 3 | 2 | -6
CCSc1nnc2nc(C)cc(C)n12 | -1 | 4 | 1 | 2 | 6 | 0 | -3 | 11 | 1

Next part.
SMILES | GSTO1 counter | pPAFAH inh | PAFAH1B2 FP inh | LYPLA1 inh | PREPL inhibitor | PAD4 FP inh | PAFAH1B3 inh | LYPLA2 counter | PAFAH2 inh
Clc1ccc(CNC2CCN(Cc3ccccc3)CC2)cc1 | 5 | -3 | 6 | 0 | 22 | -1 | 14 | 4 | 2
CCCCC(=O)Nc1nn(CCC)c2nc3ccccc3cc12 | 7 | 7 | 2 | 0 | 2 | -7 | 9 | -3 | -7
COc1cc([N+](=O)[O-])ccc1NC(=S)NCc1ccccn1 | 4 | 1 | 5 | -3 | 1 | -2 | 6 | -5 | 6
Cc1cc(F)ccc1S(=O)(=O)NCC(c1cccnc1)N1CCc2ccccc21 (stereo unspecified) | -3 | 4 | -2 | -1 | -2 | 1 | 2 | 1 | 3
CCSc1nc2cc(C(=O)OC)ccc2c(=O)n1CC | 1 | 7 | 7 | -4 | -1 | 0 | 9 | 3 | -6
COc1ccccc1Cn1nnc2c(=O)[nH]c(C3CCN(C(=O)c4ccc(F)cc4)CC3)nc21 | -5 | 2 | 0 | -3 | -1 | 0 | -1 | 1 | 5
O=C(NC1CCCCC1)c1ccc(S(=O)(=O)c2ccccc2)cc1 | -3 | 5 | . | -1 | -4 | -1 | . | -2 | .
OCCNc1nc(Nc2ccccc2Oc2ccccc2)nc(N2CCCC2)n1 | 0 | 9 | 7 | -3 | 2 | -1 | 13 | 4 | -2
COc1ccc(/C=C(/C#N)C(=O)Nc2ccc(C)cc2C)cc1C(=O)O | 12 | 0 | 1 | 4 | -4 | 5 | 5 | -2 | -6
COc1cccc(NC2=NC3(CCCCC3)N=C(N)N2)c1 | -5 | 1 | -3 | 0 | 8 | -2 | 5 | 2 | 0
C=CC(=O)NC(C)(C)Cc1ccccc1 | -5 | 1 | 3 | -2 | -19 | 4 | 13 | 6 | -1
O=C(NCc1ccc(F)cc1)Nc1cccc(Cl)c1 | -11 | -2 | 4 | -4 | -8 | -1 | 3 | 1 | -2
Nc1nc(Nc2ccccc2)sc1C(=O)c1ccccc1 | -9 | 11 | 4 | 2 | 27 | 0 | 0 | 4 | 5
COc1cc(C(C)=O)ccc1OCC(=O)Nc1ccc(Cl)c(S(=O)(=O)N2CCOCC2)c1 | . | -5 | -2 | -2 | 10 | -6 | 3 | -7 | 4
COC(=O)c1ccc2c(=O)n(CCCCCC(=O)NCc3ccc4c(c3)OCO4)c(=O)[nH]c2c1 | -11 | 0 | -5 | -3 | 0 | -3 | -9 | 3 | -6
Cc1cccc(CSCCNC(=O)CN2C(=O)c3ccccc3S2(=O)=O)c1 | 2 | 14 | 6 | -1 | -15 | -1 | 6 | 8 | 0
CC12CCC(C(N)=O)(C1Br)C2(C)C (stereo unspecified) | -3 | 5 | 0 | -4 | 0 | -2 | 8 | -5 | 9
COCCNC(=O)CSc1nc2ccccc2c(=O)n1CCC(=O)N1CCN(c2ccccc2)CC1 | 4 | 1 | 0 | 4 | 14 | 2 | 1 | 2 | 3
CCC(C)Nc1nc(OC(C(F)(F)F)C(F)(F)F)nc(OC(C(F)(F)F)C(F)(F)F)n1 (stereo unspecified) | 5 | 5 | 2 | 0 | 23 | -1 | 5 | 0 | -3
CCOC(=O)c1c(C)[nH]c(C(=O)Nc2cc(OCC)c(N3CCOCC3)cc2OCC)c1C | . | 2 | 1 | 1 | 12 | -4 | 4 | -1 | 1

4 compounds out of the list, arranged by molar mass, highest first:
SMILES | GSTO1 counter | pPAFAH inh | PAFAH1B2 FP inh | LYPLA1 inh | PREPL inhibitor | PAD4 FP inh | PAFAH1B3 inh | LYPLA2 counter | PAFAH2 inh
CCC(C)Nc1nc(OC(C(F)(F)F)C(F)(F)F)nc(OC(C(F)(F)F)C(F)(F)F)n1 (stereo unspecified) | 5 | 5 | 2 | 0 | 23 | -1 | 5 | 0 | -3
COC(=O)c1ccc2c(=O)n(CCCCCC(=O)NCc3ccc4c(c3)OCO4)c(=O)[nH]c2c1 | -11 | 0 | -5 | -3 | 0 | -3 | -9 | 3 | -6
Nc1nc(Nc2ccccc2)sc1C(=O)c1ccccc1 | -9 | 11 | 4 | 2 | 27 | 0 | 0 | 4 | 5
CC12CCC(C(N)=O)(C1Br)C2(C)C (stereo unspecified) | -3 | 5 | 0 | -4 | 0 | -2 | 8 | -5 | 9

Later entries
SMILES | GSTO1 counter | pPAFAH inh | PAFAH1B2 FP inh | LYPLA1 inh | PREPL inhibitor | PAD4 FP inh | PAFAH1B3 inh | LYPLA2 counter | PAFAH2 inh
COc1cc(CCC(=O)OCC(=O)Nc2ccccc2C#N)cc(OC)c1OC | 4 | 4 | 1 | 1 | 11 | 7 | 7 | -2 | 1
COc1cccc(OC)c1OCCCCc1c(C)n[nH]c1C | 8 | 2 | 1 | -1 | 2 | -1 | 5 | 2 | 2
Cc1ccccc1OCCC(=O)OCC(=O)NCCc1ccccc1 | 8 | 24 | 6 | 4 | -14 | -3 | 6 | 6 | 3
Cc1cc(C(F)(F)F)nn1CC(=O)NCc1ccccc1 | 3 | -1 | 2 | -1 | -7 | 2 | 0 | 2 | -5
C/C(CCc1ccc2c(c1)OCO2)=N\N=C1\NC(=O)CC(C(=O)Nc2ccccc2F)S1 (stereo unspecified) | -7 | 1 | 12 | -2 | -3 | -7 | 8 | 4 | 6
CCOC(=O)c1nnc(-c2ccccc2)nc1Oc1ccc(Cl)cc1 | -12 | -3 | 8 | 1 | -1 | -6 | 1 | -1 | 5
COc1ccc(N(Cc2cc3cc(OC)ccc3[nH]c2=O)S(C)(=O)=O)cc1 | -5 | 0 | 1 | -8 | 0 | 1 | -1 | -2 | 2
COc1ccc(/C=C\C(=O)NCc2ccc3c(c2)cc(C)n3C)cc1OC | -1 | 9 | 6 | -4 | -1 | -8 | 3 | -3 | 2
NC(=O)CCn1c(C(=O)c2cccc([N+](=O)[O-])c2)c2ccccc2[n+]1[O-] | 3 | 5 | -2 | 4 | 1 | -3 | -3 | 5 | 1
Cc1ccccc1NC(=O)Cc1nc(CN(C)CC(=O)Nc2cccc(F)c2)cs1 | . | -1 | 0 | -1 | 16 | -7 | 0 | 6 | -2
COC(=O)C1CCCCN1C(=O)c1cccc(OC2CCN(C(=O)C3CC3)CC2)c1 (stereo unspecified) | 0 | 5 | -1 | -1 | 2 | -2 | 6 | 0 | 4
Cc1onc(-c2ccccc2)c1C(=O)NCC(O)c1ccccc1 (stereo unspecified) | 0 | -5 | 5 | -3 | 18 | -1 | -2 | 2 | 2
O=C(O)c1ccccc1Sc1c([N+](=O)[O-])cc(C(F)(F)F)cc1[N+](=O)[O-] | 36* | -2 | 8 | 2 | 11 | 45* | 3 | 1 | 1
COc1ccc(CCN(C)C(=O)CSc2nc3ncc(Cl)cc3[nH]2)cc1OC | 5 | 3 | 0 | -4 | 6 | -1 | 11 | -2 | 3
COC(=O)Cc1cc(=O)[nH]c(/N=C(\N)Nc2ccccc2)n1 | 4 | 4 | 1 | -1 | 10 | -2 | 8 | 1 | -7
CC(Cc1cccnc1)NC(=O)c1cc(COc2c(F)cccc2F)on1 (stereo unspecified) | 2 | 1 | 2 | 5 | 1 | -2 | 4 | 6 | 0
OCCC1CN(Cc2cccn2-c2nccs2)CCN1Cc1ccccc1 (stereo unspecified) | -7 | 3 | 5 | 0 | 0 | -2 | 15 | 0 | 1
CC(C(=O)Nc1ccc(C#N)cc1)N1CCN(C(=O)C2CC2)CC1 (stereo unspecified) | . | -5 | 3 | -1 | 15 | 4 | 0 | 0 | -1
CC(=O)c1c(C)[nH]c(C(=O)CN2C(=O)NC(C)(c3ccc4c(c3)OCO4)C2=O)c1C (stereo unspecified) | 0 | 1 | 9 | -7 | -16 | 1 | -2 | 5 | 1
Nc1cccc(Oc2ccc([N+](=O)[O-])cc2)c1 | 0 | 8 | 3 | 3 | -12 | 2 | 2 | 32* | 1

Three of the entries above in order of the pPAFAH inh value, largest number first.
canonical_smiles	pPAFAH inh
Nc1cccc(Oc2ccc([N+](=O)[O-])cc2)c1	8
COc1ccc(CCN(C)C(=O)CSc2nc3ncc(Cl)cc3[nH]2)cc1OC	3
O=C(O)c1ccccc1Sc1c([N+](=O)[O-])cc(C(F)(F)F)cc1[N+](=O)[O-]	-2

Next section.
SMILES | GSTO1 counter | pPAFAH inh | PAFAH1B2 FP inh | LYPLA1 inh | PREPL inhibitor | PAD4 FP inh | PAFAH1B3 inh | LYPLA2 counter | PAFAH2 inh
Cc1cc(C)c(C#N)c(N2CCN(c3ccccc3)CC2)n1 | -3 | 7 | 2 | -1 | 10 | 1 | 5 | -2 | 6
NC(=O)c1cc([N+](=O)[O-])ccc1NCc1cccc([N+](=O)[O-])c1 | -1 | 5 | 4 | 4 | 12 | -1 | 11 | 29* | 1
O=c1[nH]c(C2CCN(S(=O)(=O)/C=C/c3ccccc3)CC2)nc2c1nnn2Cc1ccc(F)cc1 | -23 | 12 | 4 | -2 | 21 | -1 | -2 | -1 | -5
NC(=O)CC(NC(=O)c1ccc(Br)cc1)c1ccc(N2CCC(Cc3ccccc3)CC2)c([N+](=O)[O-])c1 (stereo unspecified) | 0 | 13 | -5 | -4 | 7 | -2 | -5 | 14 | -6

From PubChem BioAssay
